From PubChem
CYP2C9 inh: blockers of cytochrome P450 2C9 activity – biochemical, luminescence, ADME assay, primary screen; inhibition, % at 5 µM; CYP2C9 Supersomes, luciferin-H conversion; P11712; hit rate 20% among 96,000;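 active = blocking of liver enzyme CYP2C9 beyond about 50% at 5 µM, limit read from the data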; also: values of inactives mirror those of a sister screen read the other way
CYP2C9 activ: human CYP2C9 activators, primary screen, biochemical, luminescence; Cytochrome P450 2C9 (Homo sapiens), P11712; recombinant CYP2C9, luciferin-H conversion; active compounds read high; factor 1 = untreated enzyme, 0 = blocked; activation factor at 5 µM; hit rate 1.4% among 96,000; AID 1024, 2008;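 active = activation factor of 2 or more for CYP2C9 at a 5 µM dose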;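 also: 0 = sulfaphenazole-blocked wells and 1 = vehicle-only wells; values of inactives mirror those of a sister screen read the other way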
HIV Rev-RRE inh: HIV-1 Rev-RRE binding inhibitors, primary screen, biochemical, FRET, protein-RNA interaction. hit rate 0.79% among 97,000. inhibition, % at 8 µM. Rev peptide-RRE RNA binding. AID 704, 2007;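 active = inhibition above the screen-wide mean plus 3 SD, cut at about 35% in these data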;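 also: 0% = median DMSO wells and 100% = median Neomycin B control wells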
Target sequence (P05866 whole entry, looked up): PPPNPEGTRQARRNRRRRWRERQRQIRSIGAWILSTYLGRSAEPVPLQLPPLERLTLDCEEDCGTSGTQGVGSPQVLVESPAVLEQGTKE
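Material: labelled RRE RNA duplex and labelled Rev peptide / Buffer or medium: HEPES pH 7.5 salt buffer with EDTA / Compound dosing: single point, 8 µM final nominal compound concentration / Benchmarks: DMSO low control, neomycin B high control / Timing: 5 min preincubation and 15 min binding, 25 °C / Technique: FRET fluorescence readout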
EphB4 ephrin blk: EphB4-ephrin-B2 interaction antagonists, primary screen, biochemical, TNYL-RAW peptide probe, fluorescence polarization | EphB4 LBD / TNYL-RAW-Alexa532 peptide | AID 720, 2007 | inhibition, % at 7 µM | hit rate 0.15% among 97,000;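 active = inhibition above the screen-wide mean inhibition plus 3 SD, cut at about 15% in these data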;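 also: 0% = DMSO wells and 100% = excess unlabeled TNYL-RAW peptide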
Target sequence (P54760 whole entry, looked up, the tested form may be a part): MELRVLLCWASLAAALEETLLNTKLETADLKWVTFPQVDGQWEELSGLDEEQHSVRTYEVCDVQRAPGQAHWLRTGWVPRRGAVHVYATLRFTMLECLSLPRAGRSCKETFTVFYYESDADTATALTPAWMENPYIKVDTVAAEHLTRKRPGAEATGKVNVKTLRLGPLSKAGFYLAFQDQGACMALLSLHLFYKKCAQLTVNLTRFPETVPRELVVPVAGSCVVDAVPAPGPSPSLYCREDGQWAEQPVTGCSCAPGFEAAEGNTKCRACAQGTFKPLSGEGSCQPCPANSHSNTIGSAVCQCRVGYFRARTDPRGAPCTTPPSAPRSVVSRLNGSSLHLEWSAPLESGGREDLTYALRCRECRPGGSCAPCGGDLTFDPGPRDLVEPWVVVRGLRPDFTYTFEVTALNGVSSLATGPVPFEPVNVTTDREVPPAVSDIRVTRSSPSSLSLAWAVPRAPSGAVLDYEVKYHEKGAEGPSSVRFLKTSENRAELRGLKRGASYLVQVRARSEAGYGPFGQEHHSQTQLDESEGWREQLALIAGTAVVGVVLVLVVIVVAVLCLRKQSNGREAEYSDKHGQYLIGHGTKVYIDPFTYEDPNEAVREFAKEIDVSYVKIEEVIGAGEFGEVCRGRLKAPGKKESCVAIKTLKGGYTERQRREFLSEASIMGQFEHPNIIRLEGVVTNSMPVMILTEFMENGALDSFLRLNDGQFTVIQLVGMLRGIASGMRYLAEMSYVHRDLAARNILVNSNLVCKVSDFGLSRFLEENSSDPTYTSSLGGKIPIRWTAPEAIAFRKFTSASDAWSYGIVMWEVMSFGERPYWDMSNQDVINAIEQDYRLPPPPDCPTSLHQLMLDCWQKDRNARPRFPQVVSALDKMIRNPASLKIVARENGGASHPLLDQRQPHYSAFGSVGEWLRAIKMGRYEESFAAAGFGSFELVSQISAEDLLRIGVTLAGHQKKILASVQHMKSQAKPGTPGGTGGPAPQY
LYP act: LYP phosphatase activators, primary screen, biochemical, DiFMUP fluorescence, 2 µM. Tyrosine-protein phosphatase non-receptor type 22 (Homo sapiens), Q9Y2R2. recombinant LYP; 0 = plate median, 100 = signal doubled. activation, % at 2 µM. hit rate 0.11% among 96,000. AID 697, 2007;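 active = activation at 2 µM above a set limit, the mean plus 5 SD, cut at about 37% in these data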
Calb biofilm kill: clotrimazole potentiators killing Candida biofilms, primary screen, with clotrimazole, Alamar Blue. C. albicans biofilm + clotrimazole. inhibition, % at 6 µM. hit rate 0.14% among 85,000. AID 834, 2007;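 active = inhibition above 20%; inactive = inhibition below 20%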;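 also: preformed 24 hr biofilms exposed to compound for 48 hr; 0% = biofilm without compound and 100% = blank killed by clotrimazole plus chlorhexidine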
LYP inh 2: PTPN22 phosphatase inhibitors, primary screen, biochemical, DiFMUP fluorescence, 2 µM; Tyrosine-protein phosphatase non-receptor type 22 (Homo sapiens), Q9Y2R2; recombinant LYP catalytic domain; hit rate 0.21% among 96,000; AID 640, 2007; inhibition, % at 2 µM;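 active = inhibition at 2 µM at or above a set limit, the screen mean plus 3 SD, cut at about 24% in these data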;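 also: 0% = DMSO with enzyme and 100% = enzyme fully blocked by orthovanadate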
Plk1 PBD FP: Plk1 polo box domain binding inhibitors, primary screen, biochemical, fluorescence polarization | Serine/threonine-protein kinase PLK1 (Homo sapiens), P53350 | Plk1 PBD phosphopeptide binding | inhibition, %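 (tested at about 20 µM)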 | hit rate 0.13% among 97,000 | AID 693, 2007; in the data active = inhibition above about 34%, passing the limit was not always enough
PLK1 kinase inh: human PLK1 kinase inhibitors, primary screen, biochemical, TR-FRET | inhibition, % at 10 µM | AID 619, 2007 | recombinant PLK1 kinase, TR-FRET peptide phosphorylation | Serine/threonine-protein kinase PLK1 (Homo sapiens), P53350 | hit rate 0.53% among 97,000;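 active = inhibition of 50% or more in the single-concentration screen; inactive = inhibition below 50%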;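 also: 0% = DMSO max control and 100% = H-89 dihydrochloride min control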
The depositor's hits bear a star; x = not tested or not shown. The order is random. About 20% of those tested had a hit in this group.

SMILES	CYP2C9 inh	CYP2C9 activ	HIV Rev-RRE inh	EphB4 ephrin blk	LYP act	Calb biofilm kill	LYP inh 2	Plk1 PBD FP	PLK1 kinase inh
COc1cccc(NC(=O)N2CCCC2C(=O)NCC(C)C)c1 (stereo not drawn)	-5.9	1.1	8.3	-1.5	2.0	10.0	-4.2	-10.6	-10.0
COc1ccc(CNC(C)(C)C)cc1Cl	0.0	1	-1.6	1.1	5.0	-0.5	-2.2	-0.9	-12.9
COc1ccc(OC)c(S(=O)(=O)NCCC2=CCCCC2)c1	89.3*	0.1	5.5	-2.4	24.7	4.7	-28.9	7.0	4.6
C=CCn1c(SCCOc2ccccc2)nnc1C(C)NC(=O)c1ccccc1 (stereo not drawn)	10.7	0.9	2.2	-1.5	-1.2	3.8	4.5	5.9	-4.2
CC(C)N=C1SCC(C)(/C=N/O)S1 (stereo not drawn)	-3.4	1	3.9	7.4	-3.1	x	5.5	-10.9	-6.8
COc1cccc(Cn2nnc(C(=O)NCCc3ccc(Cl)cc3)c2N)c1	2.7	1	8.8	6.0	6.3	11.3	-7.0	-22.4	-8.2
COc1ccc(N2C(=O)C3CCCN3C2c2cccc(C)c2)cc1Cl (stereo not drawn)	43.1	0.6	4.4	-5.0	7.5	-2.5	-10.0	-4.1	-5.8
CCCc1nn(-c2cc(Cl)ccc2OC)c2c1C(=O)CCC2	41.8	0.6	6.5	0.4	-0.6	11.8	-2.3	3.7	-10.4
CCSc1nnc(NC(=O)c2csc3c2CCC(C)C3)s1 (stereo not drawn)	81.6*	0.2	8.7	-7.6	-2.7	1.1	1.4	6.4	-11.3
CC1Cc2ccccc2N1c1ncnc2c1nnn2Cc1ccccc1 (stereo not drawn)	64.7*	0.4	15.7	6.6	2.7	-1.1	-4.2	-19.0	-30.7
Cc1nnc(SCC(=O)Nc2nc3c(s2)CC(C)CC3)s1 (stereo not drawn)	13.5	0.9	6.6	10.3	-5.6	7.1	7.8	-13.7	1.2
Cc1cc(C)c(S(=O)(=O)N2CCN(C)CC2)c(C)c1	-121.6	2.2*	2.4	9.4	2.6	9.9	-4.9	-3.3	-8.5
CCSc1nnc2c(Cl)cc(Cl)cn12	-9.6	1.1	1.3	-3.5	6.1	12.1	-6.4	15.6	-4.4
COc1cccc(N2CCN(C3OC(=O)c4ccccc43)CC2)c1 (stereo not drawn)	4.2	1	5.7	-0.7	-4.5	-2.3	2.8	-11.5	-8.3
C=CCn1c(=O)/c(=C/c2ccc(F)cc2)s/c1=C(\C#N)c1nnc2n1CCCCC2	41.0	0.6	7.6	1.1	-7.1	10.5	6.1	8.8	-5.4
O=C(CNS(=O)(=O)c1ccccc1)OCC(=O)c1ccc(OC(=O)c2ccccc2)cc1	-3.2	1	6.8	-4.5	12.7	x	-12.6	-14.4	-9.1
COC(=O)c1cccnc1-n1c(=O)c2cccnc2n(Cc2cccc(OC)c2)c1=O	43.1	0.6	x	x	-2.0	-1.8	0.4	9.9	-12.5
N#CC1=C(N)Oc2cc(O)ccc2C1c1cccs1 (stereo not drawn)	74.3*	0.3	9.2	2.4	-6.7	3.1	5.3	4.0	-2.9
CCCCOc1cccc(C(=O)NNC(=S)NC2CCCCC2)c1	x	x	-4.1	4.2	x	x	x	-6.7	-8.7
Cn1nnnc1SCC(=O)N1CCN(C(c2ccccc2)c2ccccc2)CC1	x	x	16.2	-1.2	0.9	3.6	-1.5	-29.4	-4.6
Cc1cc(C)c(C(=O)c2ccc(C(=O)N(C(C)C)C(C)C)cc2)c(C)c1	82.3*	0.2	8.9	-1.8	-1.0	3.9	-1.5	-2.8	3.4
CCCCOc1ccc(Cl)cc1CSc1nnc(C)n1N	20.5	0.8	6.6	6.3	14.8	x	-12.9	-4.3	-23.4
CCCS(=O)(=O)N1CCCC(C(=O)N2CCN(c3ccccn3)CC2)C1 (stereo not drawn)	2.7	1	-0.1	-7.5	-4.8	4.5	3.9	-4.4	-17.5
Cc1ccc(NC(=O)CSc2ncc(-c3ccccc3)n2C(=O)c2ccccc2)cc1	58.7*	0.4	3.2	9.1	6.3	x	-3.5	-30.2	-6.5
O=C(Nc1cccc(Cl)c1)N(Cc1nc2ccccc2c(=O)[nH]1)C1CCCC1	19.4	0.8	3.9	-6.3	4.7	3.8	-6.8	14.0	-6.3
(next part)
SMILES	CYP2C9 inh	CYP2C9 activ	HIV Rev-RRE inh	EphB4 ephrin blk	LYP act	Calb biofilm kill	LYP inh 2	Plk1 PBD FP	PLK1 kinase inh
Cc1cc(Oc2ccccc2)nc(N2CCOCC2)n1	26.5	0.7	4.5	-1.6	10.6	4.0	-13.5	-1.8	-1.9
COC(=O)[C@H](C)NC(=O)COc1ccccc1	-3.7	1	3.5	6.5	1.6	x	-4.2	13.0	-10.1
O=c1c2ccccc2nc2c3ccccc3c3nncn3n12	12.8	0.9	7.7	1.1	-1.7	4.5	0.6	2.9	-20.3
COc1ccc(OCC(=O)OCC(=O)Nc2ccc(S(=O)(=O)N3CCCCC3)cc2)cc1	63.1*	0.4	7.4	-0.7	-5.1	-2.3	2.9	-13.3	-2.2
COc1ccc(OC)c(S(=O)(=O)n2nc(-c3ccccc3)cc2N)c1	39.4	0.6	4.5	1.9	-6.2	6.3	5.6	0.2	-14.2
O=C(CSc1nc2sc3c(c2c(=O)n1-c1ccccc1)CCCC3)NCc1ccco1	-10.0	1.1	5.6	-4.0	-3.9	x	1.6	16.1	-14.6
CC(=O)c1cn(CC(=O)NCc2cccnc2)c2ccccc12	83.3*	0.2	3.8	-4.5	4.4	-2.1	-0.6	-7.9	6.7
CCOC(=O)C(C)On1c(-c2cccc(Cl)c2)nc2ccc([N+](=O)[O-])cc21 (stereo not drawn)	88.8*	0.1	13.1	-4.3	-8.9	6.9	9.5	26.2	-4.9
O=C(c1ccco1)N1CCN(C(=O)C2CCCN(S(=O)(=O)Cc3ccccc3)C2)CC1 (stereo not drawn)	-1.4	1	2.4	0.7	-6.4	x	10.2	-12.0	-8.5
N#CCSc1nnc(Cc2ccc3c(c2)OCO3)o1	-1.1	1	-2.0	-0.3	-2.6	4.6	0.0	13.1	-4.4
CCN(CC)CCNC(=O)CS(=O)Cc1nc(-c2ccc(Cl)cc2)oc1C (stereo not drawn)	3.6	1	-4.6	4.7	0.9	6.5	-2.5	14.7	6.6
O=S(=O)(Nc1ccc2c(c1)OCCO2)c1cccc2nsnc12	34.7	0.7	2.8	-5.7	0.5	-1.2	-4.0	7.2	-13.5
Cn1nnnc1SCc1cc(=O)[nH]c2ccccc12	14.5	0.9	4.3	4.5	-4.7	x	3.6	-11.9	0.7
COc1ccc(CCN(C(=O)C(F)(F)F)C(C(=O)NC2CCCCC2)c2ccc(C)s2)cc1 (stereo not drawn)	-0.3	1	4.2	-0.2	-6.3	x	5.7	-15.3	-0.6
COc1ccc(C(=O)Cn2c3ccccc3n3nc(CCC(=O)O)c(=O)nc23)cc1OC	-11.0	1.1	-2.2	-2.8	2.8	3.3	-2.9	-19.1	0.4
Cc1ccc(C2CC(C(F)(F)F)n3nc(C(=O)NCc4c(C)nn(C)c4C)c(Cl)c3N2)cc1 (stereo not drawn)	1.6	1	-4.0	-14.5	2.3	x	-3.8	-10.3	-11.7
CCC(=O)c1ccc(N2CCN(C(=O)c3cc([N+](=O)[O-])ccc3N3CCN(C)CC3)CC2)c(F)c1	23.9	0.8	6.6	-1.1	3.2	x	0.7	4.6	-9.5
COCCN(C(=O)Cc1cccs1)c1nnc(-c2ccncc2)s1	73.2*	0.3	6.2	1.9	-2.8	6.4	5.2	23.6	6.8
CC(=O)C1=C(O)C(=O)N(Cc2cccnc2)C1c1ccc(Cl)cc1 (stereo not drawn)	x	x	7.3	2.5	2.6	6.4	-3.1	-19.0	-15.1
CCOc1ccccc1NC(=O)C1C2C=CC(O2)C1C(=O)O (stereo not drawn)	-18.6	1.2	7.7	-1.7	-0.8	3.8	-0.3	-11.5	-5.3
Cc1nnc2ccc(N3CCCC3)nn12	-21.6	1.2	8.6	4.5	-2.4	4.1	1.6	-4.3	-9.7
Cc1cc(C)cc(-n2cnc3cc(C(=O)O)ccc32)c1	17.4	0.8	4.1	-2.6	9.4	3.1	-7.9	-21.7	-18.9
CCCCCc1c(O)nc(SCC(=O)O)[nH]c1=O	x	x	8.9	-3.9	3.7	7.6	-6.8	0.1	-10.3
COc1ccccc1N1CCN(C(=O)C(Cc2ccccc2)NC(=O)C2CCCCC2)CC1 (stereo not drawn)	87.1*	0.1	5.1	1.1	-11.4	2.8	10.9	-13.0	-4.4
CN(C)CCNc1nc2c(c(=O)[nH]c(=O)n2C)n1CCCc1ccccc1	2.5	1	8.5	4.3	-3.8	-4.4	0.8	-7.9	1.4

With a hit mark in CYP2C9 activ, of those listed so far:
compound | CYP2C9 inh | CYP2C9 activ | HIV Rev-RRE inh | EphB4 ephrin blk | LYP act | LYP inh 2 | Plk1 PBD FP | PLK1 kinase inh
Cc1cc(C)c(S(=O)(=O)N2CCN(C)CC2)c(C)c1 | -121.6 | 2.2* | 2.4 | 9.4 | 2.6 | -4.9 | -3.3 | -8.5

Other entries
SMILES	CYP2C9 inh	CYP2C9 activ	HIV Rev-RRE inh	EphB4 ephrin blk	LYP act	Calb biofilm kill	LYP inh 2	Plk1 PBD FP	PLK1 kinase inh
Cn1nnnc1SCC(=O)NCCCc1ccccc1	-15.3	1.2	6.8	-2.2	-6.8	6.1	5.6	-30.8	-4.5
COc1ccc(CCCc2nnc(SCC(=O)Nc3nc(C)cs3)n2C)cc1C	5.6	0.9	3.0	-4.4	0.4	3.5	-2.8	28.5	-21.4
CCc1ccc(OCc2nnc(SCC(=O)N3CCN(c4ccccc4)CC3)o2)cc1	x	x	4.1	-6.2	-3.6	6.9	4.2	-0.1	-6.6
Cc1cc(C)c(C(=O)c2ccc(C(=O)NC(C)(C)C)cc2)c(C)c1	20.0	0.8	16.9	0.1	2.6	-3.0	-5.3	5.4	-0.3
CC(C)(C)NC(=O)CSc1nc2ccccc2n1-c1ccccc1	99.6*	0	15.1	-0.9	6.3	x	-4.4	-17.6	-9.9
CCOc1ccc2[nH]c(=O)c(CN(Cc3ccc(C)cc3)C(=O)N3CCCC3)cc2c1	-1.8	1	-3.4	-6.9	10.7	2.6	-11.4	7.2	-3.7
CCOC(=O)NC1(NC(C)C)Oc2ccccc2O1	12.0	0.9	0.0	-2.4	9.3	4.8	-6.6	19.4	-3.8
COc1ccccc1NC(=O)C1=C(C)Nc2nnnn2C1c1cccc(Br)c1 (stereo not drawn)	41.0	0.6	8.3	8.8	4.1	-0.8	-4.9	6.1	-9.4
CCOC(=O)c1ccc(NC(=O)CCS(=O)(=O)c2ccc(Br)s2)cc1	51.3*	0.5	6.9	9.1	-2.0	1.5	3.4	14.5	8.1
CCOC(=O)N1CCN(CC(=O)Nc2ccc(Oc3ccccc3)cc2)CC1	20.8	0.8	19.1	-1.8	-8.6	2.4	11.3	-17.9	-8.6
